MsrA act: bovine MsrA enzyme activators, primary screen, biochemical, absorbance, HTS | Methionine sulfoxide reductase A (Bos taurus) | purified bovine MsrA, absorbance read-out | activation, % at 10.6 µM | hit rate 0.3% among 360,000; in the data active = activation above about 7.5%;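 note: 0% = vehicle and 100% = reference activator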
STEP block: STEP phosphatase inhibitors, primary screen, biochemical, fluorescence intensity, uHTS | Tyrosine-protein phosphatase non-receptor type 5 (Homo sapiens), P54829 | recombinant STEP, OMFP fluorogenic substrate | inhibition, % at 20 µM | hit rate 0.25% among 360,000;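 active = inhibition at 20 µM, scaled per plate between control wells, above about 37%, limit read from the data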;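 note: 0% = DMSO with enzyme and substrate and 100% = substrate only without enzyme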
Target sequence (P54829 whole entry, looked up): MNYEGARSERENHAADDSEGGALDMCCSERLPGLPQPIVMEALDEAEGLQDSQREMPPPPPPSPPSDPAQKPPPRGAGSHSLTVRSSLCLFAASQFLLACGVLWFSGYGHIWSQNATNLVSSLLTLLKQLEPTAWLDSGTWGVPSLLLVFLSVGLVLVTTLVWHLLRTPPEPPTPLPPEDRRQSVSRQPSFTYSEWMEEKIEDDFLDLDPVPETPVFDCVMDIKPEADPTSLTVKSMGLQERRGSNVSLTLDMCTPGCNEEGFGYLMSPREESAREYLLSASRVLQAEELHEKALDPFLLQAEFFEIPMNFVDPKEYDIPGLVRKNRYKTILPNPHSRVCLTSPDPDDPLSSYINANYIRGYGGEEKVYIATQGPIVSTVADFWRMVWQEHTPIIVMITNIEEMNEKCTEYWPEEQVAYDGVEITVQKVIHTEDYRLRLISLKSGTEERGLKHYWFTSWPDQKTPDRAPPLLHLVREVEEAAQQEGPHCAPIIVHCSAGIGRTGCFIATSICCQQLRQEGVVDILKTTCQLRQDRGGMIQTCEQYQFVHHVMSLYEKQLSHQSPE
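Assay system: isolated STEP enzyme. Buffer or medium: pH 6.0 Bis-Tris with DTT and Tween 20. Also added: fluorogenic phosphatase substrate OMFP at 25 µM final. Dosing: 20 µM, 1% DMSO. Timing: 20 min reaction, room temperature, in the dark. Measured by: fluorescence intensity, excitation 480 nm, emission 540 nm. Evaluation: normalized % inhibition.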
Scp-1 inhibitor: Scp-1 phosphatase inhibitors, primary screen, biochemical, colorimetric, uHTS | Carboxy-terminal domain RNA polymerase II polypeptide A small phosphatase 1 (Homo … | Recombinant Scp1, phosphopeptide, malachite green phosphate absorbance | inhibition, % at 20 µM | hit rate 0.88% among 340,000 | AID 493091, 2011;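 active = inhibition above about 50% at 20 µM, limit read from the data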;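 note: plate controls were DMSO wells with enzyme for no effect and wells lacking enzyme for full effect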
Target sequence (Q9GZU7 76-261 limits assumed): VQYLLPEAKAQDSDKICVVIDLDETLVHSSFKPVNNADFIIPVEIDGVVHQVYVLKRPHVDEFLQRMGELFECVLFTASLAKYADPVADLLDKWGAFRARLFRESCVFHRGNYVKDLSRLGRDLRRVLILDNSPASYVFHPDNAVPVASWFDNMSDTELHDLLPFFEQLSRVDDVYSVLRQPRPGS
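Assay system: SCP-1 catalytic fragment, aa 76-261 | Buffer or medium: Tris acetate buffer pH 5.5 with MgCl2 and Tween-20 | Compound: One concentration, 20 µM, with 1.0% DMSO | Also added: Phospho 17-mer peptide substrate | Signal: Absorbance at 630 nm | Incubation: 45 min enzyme reaction at room temperature | Measure: % inhibition of SCP-1 phosphate liberation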
LMPTP inh: LMPTP phosphatase inhibitors, primary screen, biochemical, fluorescence intensity, uHTS; Low molecular weight phosphotyrosine protein phosphatase (Homo sapiens), P24666; recombinant LMPTP-A, OMFP fluorogenic substrate; inhibition, % at 20 µM; hit rate 0.22% among 360,000; AID 651560, 2012;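 active = compounds that cut the enzyme signal by at least half of the control window in the single-dose screen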;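 note: plate controls were DMSO wells with enzyme plus substrate for no effect and substrate without enzyme for full effect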
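Test system: LMPTP-A phosphatase enzyme; input: 0.625 nM LMPTP-A final; reagent: OMFP substrate, 400 µM final; compound dosing: 20 µM single dose, 3% DMSO; incubation: 50 min dark incubation at room temperature; measured by: endpoint fluorescence intensity from OMFP dephosphorylation; measure: % inhibition relative to no-enzyme and uninhibited control wells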
MsrA inh: bovine MsrA enzyme inhibitors, primary screen, biochemical, absorbance, HTS. purified bovine MsrA, absorbance read-out. inhibition, % at 15.5 µM. hit rate 0.75% among 360,000. AID 651718, 2012; in the data active = inhibition above about 4.5%;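 note: 0% = vehicle wells with enzyme and 100% = reference inhibitor wells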
eLon inh: inhibitors of E. coli Lon protease, primary screen, biochemical, fluorescence polarization; P0A9M0; purified E. coli Lon protease; inhibition, % at 7.94 µM; hit rate 0.42% among 360,000; AID 602123, 2011; in the data active = inhibition above about 13%, passing the limit was not always enough;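 note: 0% = enzyme with probe and DMSO and 100% = no enzyme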
SUMO1 PPI mod: modulators of SUMO1 protein-protein interactions, primary screen, biochemical, uHTS. AID 602429, 2012. SUMO1 binding to a labelled peptide, TR-FRET, 1 h. inhibition, % at 20 µM. Small ubiquitin-related modifier 1 (Homo sapiens), P63165. hit rate 0.33% among 360,000; in the data active = inhibition above about 37%
Target sequence (P63165 whole entry, looked up): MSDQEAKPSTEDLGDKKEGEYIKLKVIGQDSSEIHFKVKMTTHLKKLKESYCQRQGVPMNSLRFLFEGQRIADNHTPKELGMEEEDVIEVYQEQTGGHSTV
CendR NRP1 mod: modulators of CendR peptide binding to NRP-1, primary screen, biochemical, fluorescence polarization, uHTS | Neuropilin-1 (Homo sapiens), O14786 | FAM-RPARPAR peptide binding to NRP-1 | inhibition, % at 25 µM | hit rate 0.85% among 360,000;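 active = inhibition or corrected inhibition above about 18%, plus a signal ratio from 0.5 to 1.5, limit read from the data, passing the limit was not always enough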; note: strong numbers were not always called active
Tb MetRS inh: T. brucei MetRS inhibitors, primary screen, biochemical, luminescence. methionyl-tRNA synthetase (Trypanosoma brucei brucei). purified T. brucei MetRS, ATP depletion, Kinase-Glo luminescence. inhibition, % at 11.9 µM. hit rate 0.4% among 360,000. AID 624268, 2012;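 active = inhibition above a per-plate cutoff of the control wells' mean inhibition plus 3 SD, cut at about 5.5% in these data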;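 note: 0% = DMSO wells median and 100% = median of wells with control inhibitor compound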
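Assay system: T. brucei methionyl-tRNA synthetase, purified | Medium: HEPES buffer with MgCl2, KCl, DTT, spermine, BSA, pyrophosphatase | Compound: 11.9 µM single point | Incubation: 15 min enzyme-compound preincubation, 2 h reaction, 10 min detection, 25 °C | Measured by: Kinase-Glo luciferase luminescence reporting remaining unconsumed ATP | Measure: % inhibition normalized to control-well medians | Replication: Singlicate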
DNMT1 block: human DNMT1 methyltransferase inhibitors, primary screen, biochemical, molecular beacon, fluorescence, HinP1I cleavage, uHTS; hit rate 0.83% among 360,000; DNA (cytosine-5)-methyltransferase 1 (Homo sapiens), P26358; inhibition (reported as % activation of signal), % at 10 µM; in the data active = inhibition above about 50%
* hit, by the source's call; / = not tested or not shown.

compound	MsrA act	STEP block	Scp-1 inhibitor	LMPTP inh	MsrA inh	eLon inh	SUMO1 PPI mod	CendR NRP1 mod	Tb MetRS inh	DNMT1 block
Cc1ccc(NC(=O)CSc2nnc(Cc3ccccc3)c(=O)[nH]2)c(C)c1	-2	-1	26	0.0	-1.3	-11	4	4	-0.2	-3
Cn1ccnc1Sc1cc(NCCCO)c([N+](=O)[O-])c2nonc12	-10	0	-9	-1.3	5.7*	2	-25	-18	-0.3	-7
Cc1ccccc1N=C1NC(=O)/C(=C/c2cccnc2)S1	-6	1	-3	0.9	4.2	6	-11	-6	-0.2	6
Cc1c2cnn(CC(=O)NCCN3CCOCC3)c(=O)c2c(C)n1Cc1ccccc1F	-7	-1	10	-1.2	-0.5	6	5	5	-0.5	3
COc1ccc(OC)c(C(=O)c2ccc(C(=O)Nc3cccc4ccccc34)cc2)c1	-4	2	-5	2.6	0.7	-12	3	3	0.3	-5
CCOC(=O)c1nnn2c1nc(SCC(C)=O)c1ccccc12	-2	-1	-10	-1.5	0.2	-6	-5	-1	0.0	0
COc1ccccc1-n1cnnc1SC(C)C(=O)Nc1cccc([N+](=O)[O-])c1 (stereo not drawn)	-2	-3	-1	0.0	3.3	-5	-13	-2	0.9	0
CC1=C(C(=O)Nc2cccnc2)C(c2ccc3c(c2)OCO3)C2=C(CCCC2=O)N1 (stereo not drawn)	-2	-3	5	-0.5	2.3	2	-3	4	0.3	3
Cc1sc2nc(SC3CCOC3=O)n(Cc3ccccc3)c(=O)c2c1C (stereo not drawn)	-4	0	-1	1.9	0.3	-6	-2	3	-0.3	0
CCCCc1nnc(NC(=O)c2nc3nccc(C)n3n2)s1	-2	-2	6	0.2	-0.3	-8	1	-5	-0.8	1
CCC(CC)C(=O)NCCc1ccc(S(N)(=O)=O)cc1	-4	-2	0	-1.0	0.5	-1	-1	-7	-0.3	3
O=C(NC(C(=O)N/N=C/c1ccccn1)c1n[nH]c(=O)c2ccccc12)c1ccccc1 (stereo not drawn)	-2	-1	-12	-1.1	1.1	-5	-3	-13	-0.2	-3
CCOC(=O)C1CCN(c2c(NCCN(CC)c3ccccc3)c(=O)c2=O)CC1	-2	4	-4	-0.2	1.8	-13	0	-8	-0.5	1
Cc1nnc(NC(=O)CSc2nnc(CNC(=O)c3ccccc3)n2-c2ccccc2)s1	-3	-1	-1	-1.3	-0.9	-2	3	-3	0.3	3
c1ccc(C2CNCc3c2ccc2ccccc32)cc1 (stereo not drawn)	-3	-1	-40	-2.8	-0.8	2	-2	-10	-0.5	5
Cc1cc(/C=C2/NC(=O)NC2=O)c(C)n1-c1ccncc1	-2	14	-9	-1.2	3.0	-1	-15	-9	-0.4	-2
CC(=O)OC[C@@H]1CN(Cc2cccc(C(F)(F)F)c2)C[C@H](n2cnc3c(NCc4ccco4)ncnc32)O1	2	1	/	1.0	0.2	-3	-5	40*	-0.2	5
COc1cccc(-c2oc3c(c2C#CCCO)C(O)CCC3)c1 (stereo not drawn)	-4	/	/	-1.6	0.5	0	2	0	-0.6	/
COC(=O)C[C@@H]1CC[C@H](NS(=O)(=O)c2ccccc2F)[C@@H](CO)O1	/	/	/	-1.1	-0.6	/	-1	16	0.2	/
O=C(Cn1cnc2c(OCc3ccccc3)ncnc21)NCc1ccc2[nH]ccc2c1	-7	-2	7	-1.4	-0.3	-10	1	-14	-1.9	-2

Looked up above.
Cc1sc2nc(SC3CCOC3=O)n(Cc3ccccc3)c(=O)c2c1C (stereo not drawn) in DNMT1 block → 0
CC(=O)OC[C@@H]1CN(Cc2cccc(C(F)(F)F)c2)C[C@H](n2cnc3c(NCc4ccco4)ncnc32)O1 in MsrA act → 2
Cc1ccccc1N=C1NC(=O)/C(=C/c2cccnc2)S1 in DNMT1 block → 6
CC1=C(C(=O)Nc2cccnc2)C(c2ccc3c(c2)OCO3)C2=C(CCCC2=O)N1 (stereo not drawn) in LMPTP inh → -0.5
CCCCc1nnc(NC(=O)c2nc3nccc(C)n3n2)s1 in DNMT1 block → 1
COc1ccccc1-n1cnnc1SC(C)C(=O)Nc1cccc([N+](=O)[O-])c1 (stereo not drawn) in SUMO1 PPI mod → -13
Cc1nnc(NC(=O)CSc2nnc(CNC(=O)c3ccccc3)n2-c2ccccc2)s1 in LMPTP inh → -1.3

Three structures already listed, arranged by heavy-atom count, high to low:
compound	MsrA act	STEP block	Scp-1 inhibitor	LMPTP inh	MsrA inh	eLon inh	SUMO1 PPI mod	CendR NRP1 mod	Tb MetRS inh	DNMT1 block
O=C(Cn1cnc2c(OCc3ccccc3)ncnc21)NCc1ccc2[nH]ccc2c1	-7	-2	7	-1.4	-0.3	-10	1	-14	-1.9	-2
COc1ccccc1-n1cnnc1SC(C)C(=O)Nc1cccc([N+](=O)[O-])c1 (stereo not drawn)	-2	-3	-1	0.0	3.3	-5	-13	-2	0.9	0
CCC(CC)C(=O)NCCc1ccc(S(N)(=O)=O)cc1	-4	-2	0	-1.0	0.5	-1	-1	-7	-0.3	3

(list continues)
compound	MsrA act	STEP block	Scp-1 inhibitor	LMPTP inh	MsrA inh	eLon inh	SUMO1 PPI mod	CendR NRP1 mod	Tb MetRS inh	DNMT1 block
COc1ccc(NC(=O)Cn2c(=O)sc3ccccc32)cc1	-12	-4	1	-1.7	-0.3	-6	-2	-18	-2.8	0
COc1ccc(C(=O)NCCSc2ccccc2)cc1OC	0	0	0	-1.2	2.3	3	3	11	0.1	17
CC1CN=C(c2ccccc2)O1 (stereo not drawn)	0	2	-5	-1.1	1.3	-1	-3	-10	-0.2	1
CCOC(=O)CSc1nnc(CNC(=O)c2ccc(OC)cc2)n1C1CCCCC1	2	-3	-2	-0.4	-0.5	-8	0	-2	0.2	3
CCC(=O)Nc1ccc(S(=O)(=O)Nc2cccc(C)c2)cc1OC	-4	0	-5	-1.7	-0.3	5	2	-3	0.0	2
CCOc1ccccc1C(=O)NCCN1CCC(n2c(=O)[nH]c3ccccc32)CC1	-8	/	/	3.1	0.7	4	0	11	-1.4	/
Fc1cccc(-n2c(-c3ccco3)nc3nc4ccccc4nc32)c1	3	1	1	1.0	0.0	-12	-2	-65	0.5	6
COc1ccc(/C(O)=C2\C(=O)C(=O)N(CCN(C)C)C2c2cc(OC)c(OC)c(OC)c2)c(C)c1 (stereo not drawn)	-4	-3	-5	2.0	1.0	-12	-3	-2	-0.8	0
Cc1ccoc1C(=O)N1CCCCC1C(=O)O (stereo not drawn)	-5	-1	-3	-0.1	2.4	3	2	8	-0.6	-2
O=C(NCc1ccccc1)C1C(c2ccc3c(c2)OCO3)=Nc2ccccc2N1C(=O)c1ccccc1 (stereo not drawn)	/	/	/	2.7	1.0	/	-9	-7	-0.9	/
CCN(C(=O)COC(=O)c1ccc(OC)c(S(=O)(=O)N2CCCc3ccccc32)c1)C1CCS(=O)(=O)C1 (stereo not drawn)	-2	-3	-3	0.9	-0.3	11	3	7	-0.7	0
COc1ccc(CCNC(=O)CSc2nc(O)c(C(C)C)c(=O)[nH]2)cc1OC	-1	-2	2	-0.2	0.0	1	1	-7	-0.4	-1
O=S(=O)(Oc1ccc(C(=S)N2CCOCC2)cc1)c1ccc(Cl)cc1	-7	-1	-10	0.5	-0.8	-7	4	-2	-1.0	-4
COc1ccc(-c2cc(C)no2)cc1S(=O)(=O)NCCCN1CCCCCC1	-9	-2	1	6.0	1.1	-2	-19	6	-1.1	-4
C=CCn1c(=O)c(C(=O)NCc2ccccc2)c(O)c2ccccc21	-2	4	-21	3.4	1.8	0	6	6	0.1	0
Cc1cccc(Cn2nnc3ccccc32)c1O	-1	-1	-6	-0.6	0.2	1	-4	2	-0.1	2
O=C(Nc1ccccc1C(=O)NCC1CCCO1)c1ccc(Cl)cc1Cl (stereo not drawn)	-3	1	-10	-0.3	0.4	2	2	-5	-0.7	-1
O=C(COC(=O)c1ccc(N2CCCC2=O)cc1)c1ccccc1	-3	1	-5	-0.1	0.9	6	-1	28*	-0.4	-3
COc1ccc(OC)c(-n2c(=S)[nH]c3c(sc(=S)n3-c3ccccc3)c2=O)c1	-2	3	-17	0.8	0.0	16	-3	-1	-0.5	-1
COc1cc2c(cc1OC)C(COc1ccc(F)cc1)N(C(=O)c1ccco1)CC2 (stereo not drawn)	-3	14	-8	0.4	0.5	3	4	2	-0.9	-2
O=C1OCCN1C(=O)[C@H]1[C@H](c2ccc(Cl)cc2)C(c2ccc(F)cc2)=NN1c1ccc(Br)cc1	-10	-5	-2	3.0	3.6	6	4	-18	-3.0	-15
O=C(Nc1ccccc1)N1CCN(Cc2ccc3c(c2)OCO3)CC1	-4	1	-2	-0.3	-0.6	3	0	-10	-0.5	-6

High-throughput results (PubChem)
